AMA1 RON2 block = disrupts binding of P. falciparum AMA1 to RON2. AlphaScreen AMA1-biotinylated RON2 peptide binding. actives 0.2% (n = 360,000). Potency, µM (highest dose often 58.2 µM), without a hit: top-dose activity change, negative = inhibition, most hits filed as inhibitors;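 note: potency is the fitted concentration of half-maximal effect; 0% = vehicle wells and -100% = peptide control; nearly all actives have a fitted effect of over 45% in size; some results filed as inactive show a strong effect at the top dose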
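AMA1 (3D7) with his tag at 25 nM final met compounds first, then biotinylated RON2 peptide at 25 nM; detection used donor plus acceptor beads, 10 µg/mL apiece, read by AlphaScreen after 30 min at room temperature.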
AmpC inh no detg = blocks E. coli AmpC beta-lactamase in detergent-free assay; actives 0.52% (n = 330,000); AmpC nitrocefin hydrolysis, absorbance 480 nm, 0.0001% Triton; P00811; Potency, µM (top dose mostly 57.1 µM), for inactives: at the highest dose activity change, negative = inhibition, actives largely listed as inhibitors;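 note: potency is the fitted concentration of half-maximal effect; plate controls were no compound for no effect and no enzyme for full effect; nearly all actives have a fitted effect of over 20% in size; some results filed as inactive show a strong effect at the top dose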
Target sequence (P00811 whole entry, looked up): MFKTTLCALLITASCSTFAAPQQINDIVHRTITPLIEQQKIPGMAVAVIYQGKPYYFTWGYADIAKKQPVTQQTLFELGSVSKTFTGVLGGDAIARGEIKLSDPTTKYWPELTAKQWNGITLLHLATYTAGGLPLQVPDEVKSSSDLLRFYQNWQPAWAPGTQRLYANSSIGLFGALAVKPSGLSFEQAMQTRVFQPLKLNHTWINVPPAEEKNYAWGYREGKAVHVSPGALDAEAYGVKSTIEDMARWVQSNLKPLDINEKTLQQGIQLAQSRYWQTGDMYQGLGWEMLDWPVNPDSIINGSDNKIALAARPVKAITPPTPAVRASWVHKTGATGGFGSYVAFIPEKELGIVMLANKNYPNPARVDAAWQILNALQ
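20 mM phosphate pH 7.0 + 0.01% (detergent screen) or 0.0001% Triton X-100; 5.3 nM AmpC reagent; cpd preinc 15 min RT; nitrocefin (800 uM stock) to start; A480 q20 s × 4 min; Activity was normalised to no-enzyme and no-compound control wells.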
HCMV antiviral = inhibitors of human cytomegalovirus. actives 4.5% (n = 410,000). activity change, negative = inhibition, % at 57.5 µM. AID 1259415. HFF cells, HCMV-luciferase reporter, 72 h; stronger effect = lower value; in the data active = activity change below about -60%; inconclusive = no clear call, values can overlap the other calls; inactive = above about -39%
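Steps: HFFs plated, 16 h 37C; compounds added; HCMV-luciferase added to MOI 1 PFU/cell; 72 h 37C; OneGlo reagent, 5 min room temperature; luminescence read, normalized to controls.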
HCV inh = HCV inhibition. actives 3.4% (n = 340,000). Potency, µM (highest dose often 41.8 µM), inactives show top-dose activity change, negative = inhibition, actives largely listed as inhibitors. Huh7.5.1 HCVcc-Cre infection, luciferase reporter, 44 h. AID 651820; note: potency is the fitted concentration of half-maximal effect
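Cells (1,000/well) were plated 4 h before compound, then infected with HCVcc-Cre virus (~0.5 moi). After 44 h further culture, infection was read as luciferase luminescence following a 15 min substrate incubation at room temperature.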
LmPK inh = inhibitors of Leishmania mexicana pyruvate kinase. Q27686. purified LmPK, Kinase-Glo ATP luminescence, 1 h. Potency, µM (titrated, usually from 57.5 µM), for the others: at the top dose activity change, negative = inhibition, actives largely listed as inhibitors. actives 0.37% (n = 290,000). AID 1721; note: potency is the fitted concentration of half-maximal effect
Target sequence (Q27686 whole entry, looked up): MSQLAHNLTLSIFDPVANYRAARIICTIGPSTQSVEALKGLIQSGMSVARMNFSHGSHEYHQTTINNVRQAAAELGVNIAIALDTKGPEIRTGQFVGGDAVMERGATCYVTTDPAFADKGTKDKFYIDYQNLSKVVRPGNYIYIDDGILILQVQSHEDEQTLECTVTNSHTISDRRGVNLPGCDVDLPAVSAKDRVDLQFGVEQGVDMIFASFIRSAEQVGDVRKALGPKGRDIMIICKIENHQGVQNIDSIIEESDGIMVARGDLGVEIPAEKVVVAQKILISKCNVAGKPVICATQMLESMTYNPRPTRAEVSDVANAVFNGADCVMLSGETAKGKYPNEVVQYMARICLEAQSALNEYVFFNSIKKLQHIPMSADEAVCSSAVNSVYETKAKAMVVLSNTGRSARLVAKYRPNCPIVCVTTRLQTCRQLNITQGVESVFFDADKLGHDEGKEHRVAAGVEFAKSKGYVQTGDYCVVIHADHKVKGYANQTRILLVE
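Pyruvate kinase activity monitored as ATP production (luciferase luminescence). Conditions: 0.1 nM enzyme, 0.5 mM PEP, 0.1 mM ADP, 1 h, RT; normalized against uninhibited and no-enzyme wells.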
AmpC detergent = inhibitors of E. coli AmpC beta-lactamase with detergent | P00811 | actives 0.041% (n = 370,000) | AID 485294 | AmpC hydrolysis of nitrocefin, absorbance 480 nm, 0.01% Triton | Potency, µM (highest dose often 114 µM), inactives show top-dose activity change, negative = inhibition, usual class: inhibitors;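 note: potency is the fitted concentration of half-maximal effect; 0% = no-compound wells and -100% = no-enzyme wells; nearly all actives have a fitted effect of over 25% in size; some results filed as inactive show a strong effect at the top dose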
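AmpC (5.3 nM in the dispensed reagent) in 20 mM phosphate pH 7.0 with 0.01% (detergent screen) or 0.0001% Triton X-100 was preincubated with compounds for 15 min at room temperature. Nitrocefin was then added from an 800 uM solution, and hydrolysis was followed at 480 nm.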
Tb PYK inh = blocks Trypanosoma brucei pyruvate kinase. TbPYK enzyme, Kinase-Glo Plus ATP luminescence, 45 min. Potency, µM (titrated, usually from 76.8 µM), for the others: at the top dose activity, negative = inhibition, actives largely listed as inhibitors. actives 0.12% (n = 410,000). AID 624173; note: potency is the fitted concentration of half-maximal effect; nearly all actives have a fitted effect of over 50% in size
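Enzyme and substrate buffer are dispensed first and compound is pin-transferred. ADP at 130 uM final then starts the reaction, which runs 45 min at room temperature. Detection reagent is added for 10 min before luminescence is imaged.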
Starred values were filed as active, the others as inactive; ? = inconclusive; . = no result given; & = joins results of further samples; [ ] = remark or other dose. Unless noted, calls come from the whole dose curve; as a rule, active = well fitted curve in the direction sought with a large enough effect; inconclusive = small, poorly fitted or top-dose-only effect, or another doubt; inactive = no such curve, though single readings can be large; an effect the other way counts as inactive or inconclusive. Unless noted, % is set by controls: 0 for no effect and ±100 for the full control effect.

SMILES	AMA1 RON2 block	AmpC inh no detg	HCMV antiviral	HCV inh	LmPK inh	AmpC detergent	Tb PYK inh
CC1CC1C(=O)OCC(=O)NCc1ccccc1Cl (stereo not drawn)	5%	-17%	22	-10%	-1%	-3%	2%
O=C(Cc1ccccc1)N/N=C/c1ccc2cccc(O)c2n1	29%	-21%	6	?	-3%	1%	-12%
CC(C)NC(=S)N1CCN(Cc2ccc3c(c2)OCO3)CC1	11%	-5%	-38	0%	0%	-13%	7%
O=C(CN1CCN(CC(=O)Nc2ccc(OCc3ccccc3)cc2)CC1)Nc1ccc(F)cc1	3%	.	13	.	.	.	1%
O=C(CSc1ccccc1)Nc1nnc(C2CC2)s1	-4%	-14%	18	9%	-7%	2%	-4%
COc1ccccc1-c1n[nH]c(=S)n1Cc1ccccc1	88%[activator]	-1%	23	7%	-25%	1%	?
CCCOc1ccc(CCc2n[nH]c(=S)n2-c2ccccc2)cc1	123%[activator]	-29%	0	-16%	-1%	1%	?
Clc1cccc(-n2ncc3c(N4CCCCCC4)ncnc32)c1	.	.	?	.	.	5%	0%
Cc1cc(C)c2c(N)c(-c3nnc(SCc4ccc(Cl)cc4)n3C)sc2n1	23%	0%	?	20%	0%	-4%	5%
C/C(=N\N=C(N)N)c1ccccc1	-6%	-30%	14	-11%	0%	-2%	4%
N#C/C(=C\c1ccc(OCc2ccccc2)cc1)C(=O)Nc1nc2c(s1)CCN(Cc1ccccc1)C2	7%	-42%	-3	1%	1%	-8%	-2%
COc1cc2ncc3c(-c4ccc(C)cc4)nn(-c4ccc(F)cc4F)c3c2cc1OC	.	.	-27	.	.	6%	-6%
Cc1ccc(-c2cc(C(=O)Nc3cccc(S(=O)(=O)N(C)C)c3)c3ccccc3n2)o1	-15%	1%	-31	?	2%	-5%	?
O=C(NC1CCCc2ccccc21)c1ccc([N+](=O)[O-])cc1 (stereo not drawn)	-23%	-12%	9	-10%	5%	?	-9%
CC(C(=O)Nc1ccccn1)N1C(=O)C2C3C=CC(C3)C2C1=O (stereo not drawn)	-5%	-9%	52	4%	0%	-3%	3%
COc1ccc(NS(=O)(=O)c2ccc(N3CCOCC3)c(NC(=O)C(C)C)c2)cc1	-5%	-14%	?	-9%	8%	1%	0%
CC(=O)NC1C(=O)N=C(SCC(=O)NC(C)c2ccccc2)NC1=O (stereo not drawn)	13%	-1%	-21	4%	1%	5%	3%
O=C(NCc1ccccc1)NC(=O)c1ccc(Cl)cc1	7%	.	-9	17%	.	.	-17%
COc1ccccc1N1CCN(c2ncnc3onc(-c4ccc(F)cc4)c23)CC1	.	.	-12	.	.	26%	-3%
COc1ccc(/C=C/C(=O)OCC(=O)Nc2ccc(C)cc2)cc1S(=O)(=O)N1CCOCC1	3%	53%	12	0%	-3%	-8%	2%
Cn1c(=O)c2c(c3ccccc31)OC(C)(C)CC2	-18%	6%	-13	?	1%	2%	9%
Cc1ccc(S(=O)(=O)N2CCOCC2)cc1NC(=O)COc1ccccc1Cc1ccccc1	-1%	41%	?	13µM*	.	.	3%
CCOC(=O)CSc1nnc(CNC(=O)c2ccc(S(=O)(=O)N(C)C)cc2)n1C	9%	1%	3	19%	-7%	-4%	1%
CCn1c(NCc2ccc(OC)c(OC)c2)nc2ccccc21	.	.	-28	.	.	-6%	5%
O=S1(=O)N=C2CCCCCN2C(c2ccc(Cl)cc2)N1 (stereo not drawn)	-5%	-19%	33	19%	0%	8%	-5%

Continuation.
SMILES	AMA1 RON2 block	AmpC inh no detg	HCMV antiviral	HCV inh	LmPK inh	AmpC detergent	Tb PYK inh
CCOc1ccc(C(=O)Nc2cccc(OCc3cc(=O)n4ccccc4n3)c2)cc1	.	.	7	.	.	-4%	5%
Cc1sc2ncnc(N3CCC(C(=O)Oc4cccc(Cl)c4Cl)CC3)c2c1C	-22%	-18%	-27	22%	-5%	-6%	-14%
CCCNC(=O)NC1C(NC(=O)NCCC)N(C)C(=O)N1C (stereo not drawn)	5%	-10%	-18	-4%	0%	-1%	3%
Cc1sc2nc(N3CCOCC3)[nH]c(=O)c2c1-c1ccccc1	2%	-8%	2	9%	2%	0%	-1%
CCc1cccc(CC)c1NC(=O)c1ccc(-n2cncn2)nc1	1%	-9%	-6	22%	-1%	3%	3%
CCCCn1c(SCc2nc3ccccc3s2)nc2ccccc2c1=O	11%	-19%	-17	?	-1%	-15%	2%
O=C(Cn1c(=O)oc2cc(S(=O)(=O)N3CCCCCC3)ccc21)Nc1ccc(F)cc1F	.	.	5	.	.	23%	-3%
CCCCN(C)Cc1c(C)[nH]c2ccc(C)cc2c1=O	6%	-14%	14	0%	3%	-7%	.
CC(C)CN(CC(C)C)C(=O)CS(=O)(=O)Cc1ccccc1	0%	?	-18	5%	1%	8%	1%
COc1ccc(C2C(C(=O)N3CCOCC3)=C(C)NC3=C2C(=O)CC(C)(C)C3)cc1O (stereo not drawn)	5%	-15%	26	1%	-3%	-10%	-6%
COC(=O)C1CCN(C(=O)Cc2ccccc2OC)CC1	10%	-7%	-39	-58%	-3%	-8%	-5%
CSc1ccc(C2NC(=O)c3ccccc3N2)cc1 (stereo not drawn)	-3%	.	51	-17%	.	.	-2%
COc1ccc(-c2oc(NC(=O)CCl)c(C#N)c2-c2ccc(OC)cc2)cc1	-1%	-25%	-28	-25%	1%	-10%	4%
CN(C)S(=O)(=O)Oc1ccccc1C(=O)Nc1cccc(C(F)(F)F)c1	30%	-9%	30	-10%	0%	-5%	-3%
COc1cc(NC(=S)N2CCOCC2)c(OC)cc1Cl	3%	-19%	-30	-14%	0%	2%	0%
COc1ccc2nc(Nc3nc(C)c(C(C)=O)s3)sc2c1	?	95%[activator]	63	?	-1%	?	5%
COc1ccc(/C(C)=N/NC(=O)CNC(=O)COc2ccccc2)c(OC)c1	3%	-16%	-35	-15%	5%	-10%	1%
CN(CC1CCOCC1)C(=O)CC1C(=O)NCCN1CC(c1ccccc1)c1ccccc1 (stereo not drawn)	16%	83%[activator]	-35	9%	-1%	-1%	-8%
Cc1cccc(CN2CCN(C3CN(Cc4cn(Cc5cccc(C(F)(F)F)c5)nn4)S(=O)(=O)C3)CC2)c1 (stereo not drawn)	-3%	.	-38	.	.	.	2%
CCN1C(=NCC(C)C)N[C@@H](c2cccc(C(F)(F)F)c2)C(C(=O)OC)=C1C	2%	8%&2%	-24	-15%[8.37 µM]	-8%&-5%	?	-1%
CN(C(=S)Nc1ccc(SC(F)F)cc1)c1ccc(O)cc1	-2%[11.6 µM]	-53%	25	-7%	4%	-9%	-6%
O=C(O)CCCN1C(=O)/C(=C/c2ccc(-c3nc4ccccc4s3)o2)SC1=S	0%	-24%	-35	14%	3%	-6%	-11%
COc1cc(Cl)c(C)cc1NC(=O)CSC1=NCCS1	93%[activator]	-19%	0	?	.	.	0%
COc1ccc(C(=O)N(CC2CCCO2)C(C(=O)NC2CCCC2)c2ccc(C)cc2)cc1OC (stereo not drawn)	3%	?	-25	4%	5%	-2%	.
Cc1cccnc1NC(=O)CCc1nnc2ccc(NCc3ccco3)nn12	-4%	11%	49	18%	1%	-6%	8%

Another view of some results above.
Molecule | AMA1 RON2 block | AmpC inh no detg | HCMV antiviral | HCV inh | LmPK inh | AmpC detergent | Tb PYK inh
COc1ccc(-c2oc(NC(=O)CCl)c(C#N)c2-c2ccc(OC)cc2)cc1 | -1% | -25% | -28 | -25% | 1% | -10% | 4%
CN(C)S(=O)(=O)Oc1ccccc1C(=O)Nc1cccc(C(F)(F)F)c1 | 30% | -9% | 30 | -10% | 0% | -5% | -3%

Later entries
SMILES	AMA1 RON2 block	AmpC inh no detg	HCMV antiviral	HCV inh	LmPK inh	AmpC detergent	Tb PYK inh
Cc1ccc(-c2csc(N(CCCN(C)C)C(=O)c3ccco3)n2)cc1	-9%	-36%	-13	?	5%	2%	-12%
O=C1CCCc2cc(S(=O)(=O)N3CCCC(C(=O)NCc4ccc(Cl)cc4)C3)ccc2N1 (stereo not drawn)	.	.	-21	.	.	6%	-2%
CC(=O)N(c1ccccc1)c1c(F)c(F)c(F)c(F)c1F	-13%	-9%	38	1%	-1%	0%	.
O=C(COC(=O)c1ccc(F)cc1)Nc1ccccc1N1CCOCC1	6%	-21%	-25	0%	0%	0%	4%
Cc1ccc(C(=O)CCC(=O)OCC(=O)N(C)c2c(N)n(Cc3ccccc3)c(=O)[nH]c2=O)cc1	15%	36%	-21	2%	.	0%	-4%
COc1cc2nc(NCCc3ccc(Cl)cc3)n3nc(-c4ccccc4)nc3c2cc1OC	.	.	-4	.	.	22%	3%
COc1ccc(Cl)cc1-c1nc(SCC(=O)NCCN2C(=O)CSC2=O)n[nH]1	5%[2.32 µM]	-1%	-11	-18%	7%	4%	-8%
CCCCN(CC)CCCNC(=O)Cn1ncc2c3ccccc3n(Cc3ccccc3F)c2c1=O	.	.	?	.	.	15%	4%
COc1ccc(C(=O)Nc2cc(C)c(NC(=O)c3ccccn3)cn2)cc1	36%[activator]	128%[activator]	2	-28%	-12%	1%	-6%
CCc1ccc(NC(=O)CNC(=O)[C@@H]2Cc3ccccc3CN2)cc1	18%	-13%	.	6%	8%	-1%	1%

Entries from the list above that contain two or more sulfur atoms:
SMILES	AMA1 RON2 block	AmpC inh no detg	HCMV antiviral	HCV inh	LmPK inh	AmpC detergent	Tb PYK inh
O=C(CSc1ccccc1)Nc1nnc(C2CC2)s1	-4%	-14%	18	9%	-7%	2%	-4%
Cc1cc(C)c2c(N)c(-c3nnc(SCc4ccc(Cl)cc4)n3C)sc2n1	23%	0%	?	20%	0%	-4%	5%
CCOC(=O)CSc1nnc(CNC(=O)c2ccc(S(=O)(=O)N(C)C)cc2)n1C	9%	1%	3	19%	-7%	-4%	1%
CCCCn1c(SCc2nc3ccccc3s2)nc2ccccc2c1=O	11%	-19%	-17	?	-1%	-15%	2%
COc1ccc2nc(Nc3nc(C)c(C(C)=O)s3)sc2c1	?	95%[activator]	63	?	-1%	?	5%
CN(C(=S)Nc1ccc(SC(F)F)cc1)c1ccc(O)cc1	-2%[11.6 µM]	-53%	25	-7%	4%	-9%	-6%
O=C(O)CCCN1C(=O)/C(=C/c2ccc(-c3nc4ccccc4s3)o2)SC1=S	0%	-24%	-35	14%	3%	-6%	-11%
COc1cc(Cl)c(C)cc1NC(=O)CSC1=NCCS1	93%[activator]	-19%	0	?	.	.	0%
COc1ccc(Cl)cc1-c1nc(SCC(=O)NCCN2C(=O)CSC2=O)n[nH]1	5%[2.32 µM]	-1%	-11	-18%	7%	4%	-8%
